Texas Red fluor: compound fluoresces in the Texas Red spectral region | Compound fluorescence, Texas Red channel, 547/618 nm; hits give high values | max dye-equivalent concentration, M | 0.06% of 59,000 active | AID 587; in the data active means max dye-equivalent concentration above about 10 nM; inconclusive means between about 1.1 nM and that limit
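qHTS profiling of intrinsic compound fluorescence; 100 mM Tris pH 8.0; 15 min RT; ex 547 / em 618 nm; response expressed as Texas Red dye-equivalent concentration from six-point plate standard.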
Pol III holo inh: blocks replication by bacterial DNA polymerase III holoenzyme | reconstituted DNA polymerase III holoenzyme replication, biochemical | Potency, µM (titrated, usually from 57.1 µM), without a hit: top-dose activity change, negative = inhibition | 0.25% of 71,000 active; further: potency means the concentration at half of the fitted maximal effect; on the % scale 0 is the no-effect control and ±100 the full control effect
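Reconstituted *E. coli* holoenzyme (0.35 nM Pol III, 1 nM beta, 154 nM SSB, 2 nM primase) was preincubated with compound for 15 min at RT. Synthesis on 1.4 nM ssM13Gori ran 35 min, then was stopped with PicoGreen/EDTA and read as dsDNA fluorescence.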
HADH2 inhib: inhibitors of human HADH2 dehydrogenase. Potency, µM (doses to about 57.1 µM), for the others: at the highest dose activity change, negative = inhibition, hits mostly inhibitors. 3.4% of 73,000 active. recombinant HADH2, NADH fluorescence, beta-hydroxybutyryl-CoA; further: potency means the concentration at half of the fitted maximal effect; on the % scale 0 is the no-effect control and ±100 the full control effect; nearly all actives have a fitted effect of over 60% in size; many of its hits are not listed in these tables
Target sequence (Q99714 whole entry, looked up, one chain of several): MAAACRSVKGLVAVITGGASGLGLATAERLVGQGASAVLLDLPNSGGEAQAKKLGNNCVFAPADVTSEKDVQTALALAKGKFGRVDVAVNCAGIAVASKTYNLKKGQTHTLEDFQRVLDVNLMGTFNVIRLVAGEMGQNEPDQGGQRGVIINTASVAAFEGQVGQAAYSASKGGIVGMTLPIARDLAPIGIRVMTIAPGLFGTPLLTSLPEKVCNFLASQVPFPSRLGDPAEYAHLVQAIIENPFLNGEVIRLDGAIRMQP
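NADH fluorescence (ex 360/em 450 nm) read every 30 s for 4 min; activity taken as last-minus-first time point difference. Enzyme 20 nM, NAD+ 1 mM, beta-hydroxybutyryl-CoA 90 uM, pH 9.0 Tris buffer.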
CRE Fsk mod: CRE-bla signaling modulation under forskolin stimulation | AID 662 | 2.5% of 71,000 active | Potency, µM (highest dose often 38.2 µM), for the others: at the top dose activity change, negative = inhibition, hits mostly activators | CHO CRE-bla reporter (cAMP response element driving beta-lactamase), forskolin EC10, beta-lactamase ratio; active means well fitted activation curve with a large enough effect in the signal ratio, with a control signal flat, not every such curve was filed as active; inconclusive means small, poorly fitted or top-dose-only effect, or effect the other way, or a change in a side signal; the % refers to the signal ratio; further: potency means the concentration at half of the fitted maximal effect; % of control where 0% means no effect
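CRE-bla CHO reporter cells treated with compound titration plus EC10 NKH 477 (water-soluble forskolin), incubated 3 h at 37 °C; CCF4 loading 2 h at room temperature, 460/530 nm emission ratio read, AC50 values derived for positive or negative modulators.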
HBB splicing: modulators of hemoglobin beta chain splicing; HBB splicing reporter cell assay, activation; EGFP reporter with mutant IVS2-654 intron; response scale: normalised to 500 nM splice-correcting PNA; Potency, µM (top dose mostly 46.1 µM), without a hit: top-dose activation, hits mostly activators; 0.06% of 65,000 active; AID 925; further: potency means the concentration at half of the fitted maximal effect; 0% is about no effect
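HeLa cells stably expressing EGFP interrupted by mutant beta-globin intron 2 (IVS2-654), 500/well in 2% FCS. Treated with compound for 2 days at 37C. Splicing correction scored as total well GFP intensity (488 nm excitation, 500-520 nm emission); 500 nM antisense PNA served as control.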
15-hLO inh: inhibitors of human 15-lipoxygenase (ALOX15). purified 15hLO-1, xylenol orange hydroperoxide absorbance. Potency, µM (series often up to 57.1 µM), inactives show at the highest dose activity change, negative = inhibition, most hits filed as inhibitors. 1.4% of 74,000 active. AID 887. P16050; further: potency means the concentration at half of the fitted maximal effect; on the % scale 0 is the no-effect control and ±100 the full control effect; nearly all actives have a fitted effect of over 55% in size
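Purified human 15hLO-1 (40 nM final) in 25 mM Hepes pH 7.5, 0.01% Triton X-100 was preincubated with compound 15 min at room temperature, then reacted 6 min with 50 uM arachidonic acid; hydroperoxide detected by Fe-XO, 573/405 nm absorbance ratio.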
Tau fil binding: binds recombinant human tau filaments. Potency, µM (series often up to 57.1 µM), for the others: at the top dose activity change, negative = inhibition. 2% of 71,000 active. AID 596. recombinant tau filaments, thioflavin S fluorescence, 15 h; filaments grown with octadecylsulfate alongside compound. P10636;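 further: potency means the concentration at half of the fitted maximal effect; on the % scale 0 is the no-effect control and ±100 the full control effect; actives lower thioflavin S fluorescence by blocking filaments or displacing dye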
Target sequence (P10636 whole entry, looked up): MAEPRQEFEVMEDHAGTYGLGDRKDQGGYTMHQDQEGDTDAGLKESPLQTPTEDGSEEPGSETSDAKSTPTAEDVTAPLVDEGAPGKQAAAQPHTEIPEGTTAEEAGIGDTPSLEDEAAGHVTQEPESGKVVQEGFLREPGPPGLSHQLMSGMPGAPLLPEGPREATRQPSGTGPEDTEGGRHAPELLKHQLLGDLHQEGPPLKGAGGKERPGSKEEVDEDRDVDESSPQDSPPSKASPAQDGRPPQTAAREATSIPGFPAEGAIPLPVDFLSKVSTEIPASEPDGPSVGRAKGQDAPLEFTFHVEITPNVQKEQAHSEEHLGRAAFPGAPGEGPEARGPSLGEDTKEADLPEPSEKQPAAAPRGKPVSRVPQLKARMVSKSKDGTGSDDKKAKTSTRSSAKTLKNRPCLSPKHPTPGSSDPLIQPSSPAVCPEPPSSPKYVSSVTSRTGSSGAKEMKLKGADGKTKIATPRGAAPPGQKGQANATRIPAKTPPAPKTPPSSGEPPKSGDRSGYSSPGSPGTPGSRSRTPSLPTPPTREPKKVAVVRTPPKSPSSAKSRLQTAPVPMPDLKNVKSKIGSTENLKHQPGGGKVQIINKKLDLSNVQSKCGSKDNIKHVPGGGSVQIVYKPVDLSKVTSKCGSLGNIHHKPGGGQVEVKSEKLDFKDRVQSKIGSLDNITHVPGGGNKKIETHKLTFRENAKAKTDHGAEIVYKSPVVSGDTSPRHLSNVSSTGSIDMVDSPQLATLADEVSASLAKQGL
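Quantitative HTS: thioflavine S signal from ODS-induced tau filaments, excited at 450 nm, emission 510 nm. Conditions: 1 uM tau, 30 uM ODS, 15 h at 37 C, pH 7.4.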
Rhodamine fluor: rhodamine region autofluorescence; 0.05% of 59,000 active; Rhodamine-region fluorescence, 547/598 nm, Tris buffer; hits give high values; max dye-equivalent concentration, M; in the data active means max dye-equivalent concentration above about 11 nM; inconclusive means between about 1.1 nM and that limit
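Steps: pin-transfer compounds into pH 8.0 Tris (100 mM), hold 15 min at room temperature, image with a 547/598 nm filter pair, and convert intensities to rhodamine-equivalent concentration using a six-point on-plate rhodamine series.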
Luciferase inh: firefly luciferase inhibition; 2.2% of 72,000 active; purified firefly luciferase, luminescence, 8 min; Potency, µM (top dose mostly 57.1 µM), for the others: at the top dose activity change, negative = inhibition, actives largely listed as inhibitors; further: potency means the concentration at half of the fitted maximal effect; on the % scale 0 is the no-effect control and ±100 the full control effect; nearly all actives have a fitted effect of over 40% in size
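Inhibition of light generation by firefly luciferase from ATP and luciferin was profiled with concentration-response curves per sample, ATP held at 10 uM within the enzyme's linear range. Plates were read by luminescence after an 8-minute ambient incubation.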
Hsp90 Hop PPI: changes Hsp90-Hop TPR2A binding signal, up or down; AlphaScreen TPR2A-His6 binding biotin-Hsp90 C-terminal peptide; Potency, µM (top dose mostly 57 µM), for inactives: top-dose activity change, negative = inhibition; 0.44% of 71,000 active; active means well fitted curve in either direction with a large enough effect; inconclusive means small, poorly fitted or top-dose-only effect, or another doubt; further: potency means the concentration at half of the fitted maximal effect; on the % scale 0 is the no-effect control and ±100 the full control effect; many of its hits are not listed in these tables
ERK AVP block: inhibitors of vasopressin-stimulated ERK signaling pathway; HEK293-V1b, vasopressin-stimulated pERK AlphaScreen; Potency, µM (doses to about 57.5 µM), for inactives: top-dose activity, negative = inhibition, usual class: inhibitors; 0.99% of 72,000 active; AID 995; further: potency means the concentration at half of the fitted maximal effect; on the % scale 0 is the no-effect control and ±100 the full control effect; nearly all actives have a fitted effect of over 55% in size
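HEK293 cells stably expressing V1b receptor, seeded overnight in 1% FBS, were treated with compounds for 30 min at 37C, then stimulated 5 min with 25 nM vasopressin; phospho-ERK read by AlphaScreen SureFire after lysis.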
An asterisk follows results filed as active; [ ] = remark or other dose. Unless noted, the call rests on the fitted dose curve; in most records, active means well fitted curve in the direction sought with a large enough effect; inconclusive means small, poorly fitted or top-dose-only effect, or another doubt; inactive means no such curve, though single readings can be large; an effect the other way counts as inactive or inconclusive. A portion of the library; the hit share may differ from the screen's.

`O=C(NCc1ccccc1)C(c1cccnc1)N(Cc1ccco1)C(=O)c1ccccn1` (stereo not given) gave Texas Red fluor inactive, Pol III holo inh -2%, HADH2 inhib 0%, CRE Fsk mod -9%, HBB splicing 0.5%[57.5 µM], 15-hLO inh 12%, Tau fil binding -7%, Rhodamine fluor inactive, Luciferase inh 0%, Hsp90 Hop PPI -2% and ERK AVP block -17%.
`CCc1ccccc1N(CC(=O)N1CCN(c2ccccc2F)CC1)S(C)(=O)=O` gave Texas Red fluor inactive, Pol III holo inh 0%, HADH2 inhib 8%, CRE Fsk mod inconclusive, HBB splicing -3.8%, 15-hLO inh -3%, Tau fil binding -4%, Rhodamine fluor inactive, Luciferase inh 2%, Hsp90 Hop PPI -4% and ERK AVP block -26%.
Screening CCOC(=O)C1CCCN(C(=O)CN(c2ccc(OC)cc2)S(=O)(=O)c2c(C)noc2C)C1 (stereo not given) returned Pol III holo inh -2%, HADH2 inhib 1%, CRE Fsk mod -4%, HBB splicing -0.1%, 15-hLO inh 3%, Tau fil binding -6%, Luciferase inh 3%, Hsp90 Hop PPI -3% and ERK AVP block -6%.
`Cn1c(=O)cc(OCC(=O)NCCCN2CCN(c3ccccc3F)CC2)c2ccccc21` gave Texas Red fluor inconclusive, Pol III holo inh -6%, HADH2 inhib -2%, CRE Fsk mod -12%, HBB splicing -1.0%, 15-hLO inh -3%, Tau fil binding 9%, Rhodamine fluor inactive, Luciferase inh -1%, Hsp90 Hop PPI 1% and ERK AVP block 0%.
Screening O=C1[C@H]2[C@H]3[C@H](O)[C@H](O)C/C(=N/OCc4ccccc4)[C@@H]3CC[C@@H]2C(=O)N1c1cccc(Oc2ccccc2)c1 returned HADH2 inhib 6%[11.4 µM], HBB splicing 2.6%[9.22 µM], 15-hLO inh -6%[11.4 µM], Luciferase inh 0%[11.4 µM] and ERK AVP block 5%[11.5 µM].
`Cc1c(-c2ccccc2)nc(N)c(C#N)c1-c1ccco1` gave Texas Red fluor inconclusive, Pol III holo inh -13%, HADH2 inhib 0%, CRE Fsk mod 10µM*, HBB splicing 4.0%[57.5 µM], 15-hLO inh -12%, Tau fil binding 24%, Rhodamine fluor inactive, Luciferase inh 2%, Hsp90 Hop PPI 2% and ERK AVP block -12%.
Cc1ccc(OCC(=O)O)c(-n2nc3ccccc3n2)c1 was read as Pol III holo inh 3%, HADH2 inhib -1%, CRE Fsk mod -3%, HBB splicing -0.4%[9.22 µM], 15-hLO inh 1%, Tau fil binding 5%, Luciferase inh 0%, Hsp90 Hop PPI -1% and ERK AVP block 18%.
`Cc1ccc(-c2nnc3c4ccccc4c(C)nn23)cc1S(=O)(=O)N1CCN(CCO)CC1` gave Texas Red fluor inactive, Pol III holo inh -15%, HADH2 inhib 7%, CRE Fsk mod 3.2µM*, HBB splicing 0.8%, 15-hLO inh 8%, Tau fil binding 105%, Rhodamine fluor inactive, Luciferase inh 1%, Hsp90 Hop PPI -7% and ERK AVP block inconclusive.
For CC1CCCCN1CCNC(=O)c1ccc2c(=O)n(CCc3ccccc3)c(=O)[nH]c2c1 (stereo not given) the results were Texas Red fluor inactive, Pol III holo inh -2%, HADH2 inhib 26%, CRE Fsk mod -5%, HBB splicing -0.4%, 15-hLO inh -9%, Tau fil binding 1%, Rhodamine fluor inactive, Luciferase inh 2%, Hsp90 Hop PPI -2% and ERK AVP block 30%[activator].
`CCCOn1c(OCC(C)C)nc2ccccc2c1=O` gave Texas Red fluor inactive, Pol III holo inh -10%, HADH2 inhib 10%, CRE Fsk mod inconclusive, HBB splicing 2.3%[1.84 µM], 15-hLO inh -4%, Tau fil binding -6%, Rhodamine fluor inactive, Luciferase inh 0%, Hsp90 Hop PPI 11% and ERK AVP block 3%.
`O=C(CSc1ncnc2nc[nH]c12)N1CCN(c2ccccc2)CC1` gave Texas Red fluor inactive, Pol III holo inh 2%, HADH2 inhib -11%, CRE Fsk mod -5%, HBB splicing 1.3%[57.5 µM], 15-hLO inh 7%, Tau fil binding 10%, Rhodamine fluor inactive, Luciferase inh 0%, Hsp90 Hop PPI -1% and ERK AVP block -13%.
COc1ccc(C2CC(=O)c3cnc(N)nc3C2)c(OC)c1 (stereo not given) was read as Texas Red fluor inconclusive, Pol III holo inh -7%, HADH2 inhib 8%, CRE Fsk mod inconclusive, HBB splicing 1.4%[57.5 µM], 15-hLO inh 22%, Tau fil binding -14%, Rhodamine fluor inactive, Luciferase inh 1%, Hsp90 Hop PPI -3% and ERK AVP block -7%.
Screening O=C1CC(N2CCC(c3nc4ccccc4o3)CC2)C(=O)N1c1ccc(Cl)c(C(F)(F)F)c1 (stereo not given) returned Texas Red fluor inactive, Pol III holo inh -4%, HADH2 inhib 7%, CRE Fsk mod -9%, HBB splicing 1.0%, 15-hLO inh -25%, Tau fil binding 35%, Rhodamine fluor inactive, Luciferase inh 2%, Hsp90 Hop PPI -2% and ERK AVP block inconclusive.
For O=C(COC(=O)c1n[nH]c2ccccc12)NC(=O)NC1CCCCC1 the results were Texas Red fluor inconclusive, Pol III holo inh -6%, HADH2 inhib -6%, CRE Fsk mod -5%, HBB splicing -0.8%, 15-hLO inh -11%, Tau fil binding 19%, Rhodamine fluor inactive, Luciferase inh 2%, Hsp90 Hop PPI -4% and ERK AVP block -11%.
For CCOC(=O)N1CCN(S(=O)(=O)c2ccc(F)c(C(=O)Nc3cc(C)cc(C)c3)c2)CC1 the results were Texas Red fluor inactive, Pol III holo inh 2%, HADH2 inhib 7%, CRE Fsk mod inconclusive, HBB splicing 1.4%, 15-hLO inh -7%, Tau fil binding 21%, Rhodamine fluor inactive, Luciferase inh -2%, Hsp90 Hop PPI 1% and ERK AVP block 0%.
`COc1cccc2c1[C@@H]1CN(CCCCn3c(=O)[nH]c4c(sc5ncc(-c6ccccc6)nc54)c3=O)C[C@H]1CO2` gave Texas Red fluor inactive, Pol III holo inh 15%, HADH2 inhib 11%, CRE Fsk mod -9%, HBB splicing -0.6%, 15-hLO inh 13%, Tau fil binding inconclusive, Rhodamine fluor inactive, Luciferase inh -6%, Hsp90 Hop PPI inconclusive and ERK AVP block inconclusive.
Screening Cc1ccccc1-c1nc(Cc2ccccc2)no1 returned Pol III holo inh -3%, HADH2 inhib 3%, CRE Fsk mod 0%, HBB splicing -5.5%, 15-hLO inh 4%, Tau fil binding -1%, Luciferase inh -11%, Hsp90 Hop PPI inconclusive and ERK AVP block 124%[activator].
Screening Cc1cc2c(c(=O)n1C1CC1)C(c1cccc(Cl)c1)C(C#N)=C(N)O2 (stereo not given) returned Texas Red fluor inconclusive, Pol III holo inh -9%, HADH2 inhib 13%, CRE Fsk mod 9%, HBB splicing 0.6%[57.5 µM], 15-hLO inh -1%, Tau fil binding 0%, Rhodamine fluor inactive, Luciferase inh 0%, Hsp90 Hop PPI 1% and ERK AVP block -6%.
Screening CNC(=O)CN(C#N)c1nc(N(C)C)nc(N(C)C)n1 returned Texas Red fluor inactive, Pol III holo inh -5%, HADH2 inhib 3%, CRE Fsk mod 3%, HBB splicing 0.1%, 15-hLO inh -12%, Tau fil binding -1%, Rhodamine fluor inactive, Luciferase inh 2%, Hsp90 Hop PPI 2% and ERK AVP block -21%.
`CC(=O)Nc1nonc1-c1nc2ccccc2n1Cc1ccccn1` gave Texas Red fluor inactive, Pol III holo inh -1%, HADH2 inhib -8%, CRE Fsk mod 21%, HBB splicing -2.0%, 15-hLO inh 4%, Tau fil binding -5%, Rhodamine fluor inactive, Luciferase inh 3%, Hsp90 Hop PPI -1% and ERK AVP block -13%.
`O=C(CSc1nccn1-c1ccc(Cl)cc1)Nc1ccc2c(c1)OCO2` gave Texas Red fluor inactive, Pol III holo inh 4%, HADH2 inhib 5%, CRE Fsk mod 10%, HBB splicing -2.1%, 15-hLO inh -3%, Tau fil binding -14%, Rhodamine fluor inactive, Luciferase inh 0%, Hsp90 Hop PPI -25% and ERK AVP block 25%.
